Screening data as filed in PubChem BioAssay.
GlmU inhibition = inhibition of mycobacterial GlmU enzyme – biochemical, glucosamine-1-phosphate acetyltransferase (AID 1376); M. tuberculosis GlmU acetyltransferase enzyme assay; higher % means a stronger effect; inhibition, %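 (tested at 30 µM in the primary screen)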, or IC50 in µM where a hit was titrated; 220,000 tested, 0.25% active; in the data active = inhibition above about 13%;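 also: 0% = complete reaction with vehicle and 100% = reaction without substrate; strong numbers were not always called active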
RmlCD inh 1536 = blocks M. tuberculosis RmlC and RmlD coupled enzymes; inhibition, % at 3.6 µM; P9WH09+P9WH11; 160,000 tested, 0.03% active; RmlC+RmlD coupled enzyme assay, percent inhibition; primary screen in compound mixtures; in the data active = inhibition mostly above about 34%, no sharp cut-off; also: some results filed as inactive read as strong as hits
Target sequence (P9WH09 whole entry, looked up): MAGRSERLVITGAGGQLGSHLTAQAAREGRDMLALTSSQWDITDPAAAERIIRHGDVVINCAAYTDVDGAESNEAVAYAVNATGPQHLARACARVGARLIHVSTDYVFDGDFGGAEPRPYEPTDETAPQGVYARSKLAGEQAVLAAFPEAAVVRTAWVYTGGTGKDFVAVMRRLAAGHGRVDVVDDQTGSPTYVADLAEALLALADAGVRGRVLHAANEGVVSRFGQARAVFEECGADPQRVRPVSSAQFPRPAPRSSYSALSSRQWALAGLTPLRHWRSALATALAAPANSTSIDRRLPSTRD
Target sequence (P9WH11 whole entry, looked up): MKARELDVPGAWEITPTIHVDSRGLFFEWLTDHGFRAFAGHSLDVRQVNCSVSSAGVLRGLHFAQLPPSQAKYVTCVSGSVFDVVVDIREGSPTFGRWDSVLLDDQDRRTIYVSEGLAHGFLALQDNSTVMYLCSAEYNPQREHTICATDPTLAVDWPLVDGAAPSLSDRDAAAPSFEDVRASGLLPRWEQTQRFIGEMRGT
An asterisk follows results filed as active; x = not tested or not shown; & = joins results of further samples. An excerpt, so the mix of outcomes need not match the whole.

Values in the order: GlmU inhibition | RmlCD inh 1536
O=C(N/N=C/c1ccc(O)c(O)c1)c1cccc(S(=O)(=O)N2CCCCC2)c1
 : 1.3% | -5.4
NC1=NC(=O)/C(=C\c2ccco2)S1
 : 5.9% | 1.9
Nn1c(COc2ccccc2)nnc1SCc1cc(=O)[nH]c2ccccc12
 : 2.4% | -15.1
Cc1cc(NC(=O)COC(=O)c2c(C)nn(Cc3ccccc3Cl)c2C)no1
 : -1.0% | 35.9
O=[N+]([O-])c1cccc(/C=N/N2CCN(c3ccccn3)CC2)c1
 : -4.1% | 10.6
COc1cccc(/C=N/NC(=O)c2ccc(=O)n(C)c2)c1OC
 : -5.6% | 5.7
Cc1ccccc1NC(=O)CSC1=C(C#N)C(c2ccsc2)CC(=O)N1 (stereo not drawn)
 : 2.5% | -11.4
COc1cccc(/C=C(/C(=O)OCC(N)=O)c2ccccc2)c1
 : -8.5% | 4.5
O=C(CCCn1c(SCC(=O)c2ccccc2)nc2ccccc2c1=O)NCC1CCCO1 (stereo not drawn)
 : -3.6% | 7.0
COc1ccc(CCN(C)C(=O)c2ccc(S(=O)(=O)NCc3ccco3)cc2)cc1OC
 : -3.7% | 2.2
CCn1c(=O)cc(N2CCCCC2)[nH]c1=O
 : -4.8% | x
Cc1cc(C)nc(NC(=O)/C=C/c2cccs2)c1
 : -2.7% | 25.2
COc1ccc(-n2c(Cc3cccn3C)nnc2SCC(=O)Nc2ccccc2OC)cc1
 : 6.5% | -8.5
CCOC(=O)CN(Cc1sccc1C)C(=O)Nc1ccc(OC)cc1OC
 : 1.9% | -12.1
C/C(=N\Nc1ccccc1)c1c(O)[nH]c(=O)[nH]c1=O
 : -0.7% | 2.6
CCN1C(=O)C(CC(=O)NCCc2ccccc2)N(NC(=O)c2cccnc2)C1=S (stereo not drawn)
 : -1.9% | 3.4
CCn1c2ccccc2c2cc(NC(=O)COC(=O)c3cc(Cl)c(N)cc3OC)ccc21
 : -0.1% | -3.5
Cc1cc(=O)[nH]c(=O)n1Cc1ccccc1
 : -1.1% | -8.9
CCOC(=O)CON1C(=O)C(=O)N(OCC(=O)OCC)[C@H]2CCCC[C@H]21
 : 4.3% | 8.6
CSc1ccc(Cl)c(C(=O)NCCOc2ccccc2)c1
 : -0.1% | 10.5
Cc1cc(O)c(/C=N/Nc2ccccc2)c(=O)o1
 : 3.4% | x
CCOC(=O)c1ccc(NC(=O)COC(=O)Cc2csc(-c3ccccc3)n2)cc1
 : -1.9% | 11.9
CCOc1ccc(N2CC(=O)N(c3ccc(OCC)cc3)CC2=O)cc1
 : 4.7% | x
CCN(CC)C(=O)C(=O)c1cn(CC(=O)N2CCc3ccccc3C2)c2ccccc12
 : 0.8% | -7.7
CC(Oc1ccc(Cl)cc1)C(=O)Nc1ncccn1 (stereo not drawn)
 : -4.1% | x
CC(=O)Nc1ccc(S(=O)(=O)N2CCC(NC(C)=O)(c3cccc(F)c3)CC2)cc1
 : -4.0% | x
Cc1cccc(OCc2ccc(C(=O)Nc3ccc(F)cc3)cc2)c1
 : -6.4% | 21.1
Oc1ccc(-c2n[nH]c(=S)n2-c2ccc3c(c2)OCCO3)c(O)c1
 : 3.5% | 1.4
COc1cc(Cl)c(C)cc1NC(=O)Cn1c(NCCO)nc2ccccc21
 : -5.0% | 12.1
COc1ccc(NC(=O)c2ccc3c(=O)n(-c4ccc(OC)cc4OC)c(=S)[nH]c3c2)c(OC)c1
 : 2.5% | 8.0

The final seven entries of the part above open the next one:
Values in the order: GlmU inhibition | RmlCD inh 1536
CCN(CC)C(=O)C(=O)c1cn(CC(=O)N2CCc3ccccc3C2)c2ccccc12
 : 0.8% | -7.7
CC(Oc1ccc(Cl)cc1)C(=O)Nc1ncccn1 (stereo not drawn)
 : -4.1% | x
CC(=O)Nc1ccc(S(=O)(=O)N2CCC(NC(C)=O)(c3cccc(F)c3)CC2)cc1
 : -4.0% | x
Cc1cccc(OCc2ccc(C(=O)Nc3ccc(F)cc3)cc2)c1
 : -6.4% | 21.1
Oc1ccc(-c2n[nH]c(=S)n2-c2ccc3c(c2)OCCO3)c(O)c1
 : 3.5% | 1.4
COc1cc(Cl)c(C)cc1NC(=O)Cn1c(NCCO)nc2ccccc21
 : -5.0% | 12.1
COc1ccc(NC(=O)c2ccc3c(=O)n(-c4ccc(OC)cc4OC)c(=S)[nH]c3c2)c(OC)c1
 : 2.5% | 8.0
CN(C(=O)COc1ncnc2sccc12)c1ccccc1
 : -4.3% | 10.7
O=C(c1cccc(C(F)(F)F)c1)c1c[nH]c(C(=O)NCCCN2CCOCC2)c1
 : -6.3% | 6.4
Cc1c(C#N)c(N)c(C(=O)c2ccccc2)n1Cc1ccccc1
 : 7.4% | -2.0
COc1cccc(NC(=O)c2cc([N+](=O)[O-])ccc2NC(=O)CNCC2CCCO2)c1 (stereo not drawn)
 : -8.2% | 8.8
CC(C)(C)c1ccc(C(=O)c2c[nH]c(C(=O)NCC3CCCO3)c2)cc1 (stereo not drawn)
 : 0.8% | 65.4
Cn1nc(C(=O)OCC(=O)N2CCc3ccccc32)c2ccccc2c1=O
 : 2.8% | -7.6
CCN(CC)C(=O)c1cnn(-c2ccccc2)c1NC(=O)c1ccco1
 : 1.5% | x
CCc1ccc(OCC(=O)NNC(=O)CSc2ncnc3sc(C)c(C)c23)cc1
 : 0.3% | x
O=c1cccc2n1CC1CC2CN(C(c2ccccc2)c2sc3ncnn3c2O)C1 (stereo not drawn)
 : 5.0% | 4.6
Cn1c(SCc2nc(-c3cccs3)no2)nnc1C1CCCCC1
 : 4.0% | -8.1
COc1ccc(/C=C2\N=C(SC)SC2=O)cc1OC
 : 8.5% | x
C/C(=N\NC(=S)Nc1ccccc1)c1c(O)n(C)c(=O)n(C)c1=O
 : -2.9% | 2.5
Cn1nc(OCC(=O)O)cc1C(F)(F)F
 : 2.3% | 14.9
COc1ccc(N2CCN(C(=O)CSc3nc4[nH]ncc4c(=O)n3-c3cccc4ccccc34)CC2)cc1
 : -0.9% | 9.7
CCc1cc(-c2onc(C)c2-c2cscn2)c(O)cc1OC
 : -4.3% | -10.5
CC1(C)C(c2ccccc2)=NC(c2cccnc2)=[N+]1[O-]
 : 3.6% | 8.8
O=C(NCc1ccccn1)C1CCN(S(=O)(=O)N2CCCC2)CC1
 : -4.3% | -6.0
CCn1c(SCC(=O)NNC(=O)c2ccccc2)nnc1-c1ccncc1
 : -2.6% | 8.8
CCOc1ccc(C(=O)NC2CC3CCCC(C2)N3CC(C)C)cc1 (stereo not drawn)
 : -3.4% | -4.4
CCOc1ccccc1Nc1nnc(SCc2ccc(C(=O)OC)o2)s1
 : 0.4% | 10.7
O=C(CCCCn1c(=O)[nH]c2ccsc2c1=O)NCc1ccc2c(c1)OCO2
 : 5.1% | -7.3
CCOc1ccc(-n2c(SCC(=O)NCc3ccco3)nnc2-c2c[nH]c3ccccc23)cc1
 : -6.1% | 7.2
CCN(CC)c1ccc(/C=N/N2CCN(Cc3ccc(Cl)cc3)CC2)c(O)c1
 : -0.2% | -0.6
Cc1nc(-c2nnc(SCC(=O)Nc3ccc(Cl)cc3)n2C)cs1
 : 0.5% | -9.1
CCC(C)(C)n1nnnc1C(c1ccc(O)cc1)N1CCc2ccccc2C1 (stereo not drawn)
 : 1.2% | x
CCOC(=O)c1ccc(S(=O)(=O)NNC(=O)COc2ccccc2C)cc1
 : 0.4% | -1.9
Cc1nc2ncccn2c1-c1csc(Nc2ccccc2)n1
 : 2.4% | x
O=C(CSCC(=O)N1CCCc2ccccc21)Nc1nc(-c2ccccc2)cs1
 : -2.3% | x
Cc1cc(C(=O)NNC(=S)NC(=O)/C=C/c2ccccc2Cl)n[nH]1
 : 1.3% | 3.3
Cc1c(S(=O)(=O)N2CCc3ccccc3C2)c(=O)n(C)c(=O)n1C
 : 1.9% | 4.8
CCOC(=O)CS(=O)(=O)c1ccc(C(F)(F)F)cn1
 : 0.0% | -11.4
CC(C)(C)Nc1c([N+](=O)[O-])c(=O)sc2ccccc12
 : -3.6% | 7.4
CCc1ccc(NC(=O)CSc2ccccn2)cc1
 : -8.5% | 19.4
CCOC(=O)CSC1=C(C#N)C(C)C2=C(CCCC2=O)N1 (stereo not drawn)
 : 1.6% | -6.3
CC(C)(C)NS(=O)(=O)c1ccc(CCC(=O)N2CCOCC2)cc1
 : 4.4% | 10.7
CCc1nnc(NC(=O)c2ccc3c(=O)n4c(nc3c2)CCCCC4)s1
 : 6.4% | -9.3
CCOC(=O)c1c(C)[nH]c(C(=O)COC(=O)CN2C(=O)C3CCCCC3C2=O)c1C (stereo not drawn)
 : 10.3% | 3.5
CCCCC(=O)NCCc1ccc(OC)cc1
 : 0.1% | -2.2
O/N=C/c1cn(-c2ccccc2)nc1-c1ccc2c(c1)OCCO2
 : 6.9% | x
CCOc1ccc(-c2csc(N)c2C(=O)OC)cc1
 : -4.7% | x
COc1ccc(-c2nn(-c3ccccc3)cc2/C=N/n2cnnc2)cc1OC
 : 1.5% | -10.0
Cc1nn(C)c(C)c1S(=O)(=O)N1CCC(C(=O)NCCC2=CCCCC2)CC1
 : -3.8% | x
OCCN=C1CCCc2c1[nH]c1ccc(Cl)cc21
 : 3.5% | 45.7
Cc1cc(O)c(-c2n[nH]c3c2C(c2cccc(O)c2)N(Cc2cccnc2)C3=O)cc1Cl (stereo not drawn)
 : -6.5% | 5.0
O=C1CCCCC1S(=O)(=O)c1ccccc1 (stereo not drawn)
 : -0.3% | 0.4
O=c1c2ccccc2n(Cc2ccc(F)cc2)c(=O)n1C1CCCC1
 : -2.6% | x
O=c1cc(-c2ccc(Cl)cc2)oc(=O)[nH]1
 : x | -3.0
COc1cc(-c2nnc(NC(=O)c3ccc(S(=O)(=O)N4CCOCC4)cc3)o2)cc(OC)c1OC
 : -1.4% | 3.5
CCn1c(SCC(=O)OCC(=O)N2c3ccccc3NC(=O)C2(C)C)nnc1-c1ccco1
 : 3.2% | 6.6
CC(C(=O)N1CCN(c2ccc([N+](=O)[O-])cc2)CC1)N1C(=O)C2CC=CCC2C1=O (stereo not drawn)
 : 4.1% | x

Next part:
Values in the order: GlmU inhibition | RmlCD inh 1536
CCOC(=O)C1C(=O)NC(N2CCN(Cc3ccccc3)CC2)=NC1c1ccccc1 (stereo not drawn)
 : -9.4% | 95.1
CCc1nnc(NC(=O)CSc2nnc(CNc3ccc(OC)cc3)n2CC)s1
 : -0.3% | 6.9
CC1CCC2(CC1)NC(=O)N(CC(=O)N1CCc3ccccc3C1)C2=O (stereo not drawn)
 : 3.2% | 9.8
O=C(/C=C/c1ccccc1Cl)Nn1cnc2ccccc2c1=O
 : 1.6% | -1.9
O=C(Nc1ncc2c(n1)-c1ccccc1CC2)c1ccc(Cl)cc1
 : -1.5% | 7.6
CC(=O)Nc1ccc(C(=O)Nc2ccc(S(=O)(=O)N3CCCC3)cc2)cc1
 : 8.6% | x
O=[N+]([O-])c1cnccc1Nc1ccc(F)cc1
 : 2.3% | x
CCOc1ccccc1-n1c(=S)sc2c(=O)n(-c3ccc(C)cc3)c(=S)[nH]c21
 : 2.0% | -4.8
CC(C)(C)n1cnnc1Sc1ncccc1[N+](=O)[O-]
 : 2.2% | -5.9
COc1ccc(C2=C(Nc3ccc(F)cc3)c3ccccc3C2=O)cc1
 : -0.9% | x
O=C(Nc1ccc(Br)cc1)C1CCN(C(=O)c2ccc(F)cc2)CC1
 : -0.6% | -11.8
Cc1cc(C(=O)NCC(=O)O)c(C)o1
 : 0.5% | 3.9
Cn1ncc2c(NCc3ccccc3)ncnc21
 : 1.5%&-8.2% | -3.4
O=C(CNC(=O)OCc1ccccc1)Nc1ccc(Br)cc1C(=O)c1ccccc1
 : -1.7% | 9.8
O=C1Cc2ccccc2C(c2ccc(Br)cc2)N1 (stereo not drawn)
 : 4.9% | x
CC(C)c1ccc(NC(=O)C(c2ccccc2)N(C)C(=O)CCc2c[nH]c3ccccc23)cc1 (stereo not drawn)
 : 1.9% | x
CCc1ccc(C2NC(=S)NC3=C2C(=O)CC(C)(C)C3)cc1 (stereo not drawn)
 : -1.6% | 7.8
CCCCC(=O)Nc1ccc2oc(-c3ccncc3)nc2c1
 : 1.3% | x
O=C(O)C(Cc1ccccc1)n1c(=S)[nH]c2ccccc2c1=O (stereo not drawn)
 : -0.9% | 25.8
CC1=CCC(COC(=O)Nc2ccccc2)CC1 (stereo not drawn)
 : 6.9% | x
Cc1cc(N2CCN(C(=O)c3ccco3)CC2)c2ccccc2n1
 : 1.3% | -8.0
CC(=O)c1sc2nc(CSc3nnnn3-c3ccccc3)[nH]c(=O)c2c1C
 : 1.0% | -11.7
CN(C)CCNc1oc(COc2ccc(-c3ccccc3)cc2)nc1C#N
 : -7.0% | x
COc1ccc2o/c(=N/NC(=O)c3cccs3)c(C(N)=O)cc2c1
 : 0.4% | -4.1
Cc1c(Cl)cccc1NC(=S)N1CCCN(Cc2ccc(F)cc2)C1
 : -2.5% | 25.7
CCOC(=O)c1cncc(C#CCOC(=O)Nc2ccc(OC(F)(F)F)cc2)c1
 : 0.3% | 21.2
Oc1ccccc1/C=N/NC(=S)NC1CC2CC1C1C=CCC21 (stereo not drawn)
 : 4.6% | -12.3
CC(C)OC(=O)/C(C#N)=C/c1c[nH]c2ccccc12
 : -4.2% | x
CCOc1ccc(N2C(=O)C3CCCN3C2=O)cc1 (stereo not drawn)
 : -0.7% | 4.9
CCOc1ccc(C(=O)Nc2cccc([N+](=O)[O-])c2)cc1Br
 : 0.6% | 0.9
CCOc1ccc(CNn2nnnc2N)cc1
 : 0.9% | 11.0
CCOc1ccc2nc(C(C)O)[nH]c2c1 (stereo not drawn)
 : 2.1% | 11.2
CSc1ccc(C(=O)C2CCCN(C(=O)c3ccsc3)C2)cc1 (stereo not drawn)
 : 4.3% | -5.8
Cc1nc2ccccc2[nH]c1=O
 : -2.0% | 71.5
O=C(O)CCc1ccc(-c2cccs2)n1CCC(=O)O
 : -3.1% | x
CCCN1C(=O)/C(=C/c2c(N3CCNC(=O)C3CC(=O)OC)nc3c(C)cccn3c2=O)SC1=S (stereo not drawn)
 : 0.5% | -4.4
Nc1ccccc1Oc1ncc(C(F)(F)F)cc1Cl
 : 1.6% | x
